Screening data deposited in PubChem BioAssay by several laboratories.
PfM18AAP inh = PfM18AAP enzyme inhibition | inhibition, % at 7.35 µM | 1.2% of 290,000 active | recombinant PfM18AAP, H-Glu-NHMec fluorogenic cleavage | AID 1822;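 active = inhibition above the campaign mean inhibition over all tested compounds plus 3 SD, cut at about 28% in these data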;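 also: 0% = plate median of test compound wells and 100% = 2 mM ZnCl2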
IDE cell inh = cellular human IDE inhibition. inhibition, % at 5.59 µM. P14735. 0.41% of 320,000 active. HEK cells, FAbetaB cleavage, fluorescence polarization;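 active = percent inhibition above the average of all tested compounds plus 3 SD, set per screening campaign, cut at about 16% in these data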;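 also: IDE supplied by intact live HEK cells; FP after avidin binding of uncleaved biotin substrate so inhibition keeps polarization high; 0% = DMSO wells and 100% = 60 µM reference IDE inhibitor Ii1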
PHOSPHO1 inh = PHOSPHO1 (human) inhibition; recombinant PHOSPHO1, absorbance phosphatase assay; 1.1% of 290,000 active; Q8TCT1; inhibition, % at 13.3 µM; in the data active = inhibition above about 60%
Target sequence (Q8TCT1 whole entry, looked up): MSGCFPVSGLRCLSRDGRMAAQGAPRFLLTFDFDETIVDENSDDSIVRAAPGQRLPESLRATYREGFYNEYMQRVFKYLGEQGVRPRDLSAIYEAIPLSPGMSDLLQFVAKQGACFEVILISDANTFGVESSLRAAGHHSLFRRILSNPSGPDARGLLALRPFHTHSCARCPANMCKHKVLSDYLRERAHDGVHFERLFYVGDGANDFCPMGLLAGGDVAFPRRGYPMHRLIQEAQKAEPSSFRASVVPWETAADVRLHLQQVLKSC
IDE act = activators of human insulin-degrading enzyme in cells; P14735; HEK cells, FAbeta-B cleavage, fluorescence polarization; 0% vehicle, 100% cell-free pure enzyme wells; activation, % at 5.96 µM; 0.073% of 340,000 active; AID 493087;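 active = activation above the mean of all tested compounds plus 3 SD, set per screening campaign, cut at about 17% in these data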
NALP1 inh = inhibitors of NALP1 inflammasome in yeast | S. cerevisiae NALP1/ASC/caspase-1 growth, X-gal OD620, 72 h | inhibition, % at 10 µM | 0.61% of 280,000 active | AID 2071; in the data active = inhibition mostly above about 24%, no sharp cut-off; inactive = mostly below about 32%; also: some compounds called inactive have numbers as strong as hits
VIM-2 inh = inhibitors of Pseudomonas aeruginosa VIM-2 metallo-beta-lactamase; purified VIM-2, nitrocefin hydrolysis, epi-absorbance fluorescence; inhibition, % at 5.6 µM; 0.89% of 290,000 active;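 active = inhibition above the mean of all tested compounds plus 3 SD, cutoff set per screening run, cut at about 7.5% in these data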;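 also: red hydrolysis product quenches plate fluorescence so inhibitors raise well fluorescence; 0% = enzyme with DMSO and 100% = DMSO without enzyme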
GPR7 antag = blocks human GPR7 receptor signaling. inhibition, % at 4.4 µM. GPR7-expressing cells, fluorescence antagonist assay. 1.1% of 290,000 active; in the data active = inhibition above about 16%, passing the limit was not always enough;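 also: cells stimulated with the agonist NPW; 0% = agonist with vehicle and 100% = vehicle without agonist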
Target sequence (P48145 whole entry, looked up): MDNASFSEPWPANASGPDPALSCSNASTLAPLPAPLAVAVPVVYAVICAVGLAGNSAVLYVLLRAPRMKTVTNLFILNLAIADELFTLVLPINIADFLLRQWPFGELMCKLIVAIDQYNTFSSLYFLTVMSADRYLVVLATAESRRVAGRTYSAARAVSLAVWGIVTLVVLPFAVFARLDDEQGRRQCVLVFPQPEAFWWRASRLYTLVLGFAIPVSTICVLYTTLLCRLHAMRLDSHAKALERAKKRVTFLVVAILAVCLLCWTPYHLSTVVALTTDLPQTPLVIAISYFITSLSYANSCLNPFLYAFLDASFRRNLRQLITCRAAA
IMP-1 inh = blocks Pseudomonas aeruginosa IMP-1 metallo-beta-lactamase; purified IMP-1, nitrocefin hydrolysis, epi-absorbance fluorescence; 0.45% of 290,000 active; inhibition, % at 5.6 µM;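 active = inhibition above the mean plus 3 SD of all compounds in the same screening run, cut at about 4.5% in these data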;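 also: 0% = IMP-1 with DMSO and 100% = DMSO wells lacking enzyme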
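Assay system: purified recombinant IMP-1 beta-lactamase. Input: IMP-1 0.2 nM before substrate addition. Buffer or medium: Zinc- and detergent-supplemented HEPES buffer, pH 7.1. Schedule: 25 °C, 15 min preincubation, 25 min reaction. Signal: Epi-absorbance fluorescence, 480 nm excitation, 530 nm emission. Evaluation: percent inhibition from optical density relative to buffer-blank wells.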
pCIP destab = compounds decreasing mouse p/CIP protein stability; F442A p/CIP-EGFP cells, EGFP fluorescence, 16 h; decrease of EGFP signal, % at 10 µM; 0.01% of 290,000 active; AID 1984;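 active = EGFP signal decrease of at least 30% at 10 µM or well 3 SD below plate mean, unless failing retest; inactive = the rest, including hits failing retest or dose response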; also: some compounds called inactive have numbers as strong as hits; many of its hits are not listed in these tables
Numbers without * were called inactive; nt = not tested or not shown. Random draw from the library; 5.3% or so of the library scored in one or more.

canonical_smiles	PfM18AAP inh	IDE cell inh	PHOSPHO1 inh	IDE act	NALP1 inh	VIM-2 inh	GPR7 antag	IMP-1 inh	pCIP destab
O=C(O)c1nn(CC(=O)N2CCN(S(=O)(=O)c3ccc(Cl)cc3)CC2)c(=O)c2ccccc12	-6	6	2	6	18	-1.9	-13	-1.0	3
Cc1nc(Cl)c2c(n1)NC1=C(O2)C(=O)CCC1	15	-2	0	7	7	0.0	-5	-0.6	3
Cc1ccc(NC(=O)CNc2ccccc2CN(C)C2CCCCC2)cc1	-1	3	28	1	18	-0.4	12	-1.7	7
CC(=O)Oc1cccc(N2C(=O)C3C4C=CC(C4)C3C2=O)c1 (stereo unspecified)	-4	1	11	1	-1	0.4	0	-0.5	-5
O=C1c2ccccc2C(=O)c2c1cccc2-n1nnc2ccccc21	3	7	-109	-2	nt	-0.2	-9	-1.7	-4
COc1cc(C2/C(=C(/O)c3ccccc3)C(=O)C(=O)N2c2ccccn2)ccc1O (stereo unspecified)	13	5	11	nt	0	0.6	-9	-2.1	-25
O=C(CC1C(=O)NCCN1Cc1ccccn1)NCCc1ccccc1F (stereo unspecified)	5	5	38	-3	15	-3.2	-7	-3.3	13
Cc1cccc(C)c1NC(=O)CN(C)S(=O)(=O)c1ccc(-c2ccc(=O)[nH]n2)s1	-1	-4	22	6	17	3.1	12	1.8	-13
COc1cc(C(=O)N2CCC(c3nc(-c4cccnc4)no3)CC2)cc(OC)c1OC	0	-7	6	6	nt	-3.6	5	-1.7	2
NS(=O)(=O)c1ccc(C(=O)O)cc1	-2	2	1	-5	25	1.3	-7	-0.3	-12
O=C1c2ccccc2C(=O)N1Cc1cccnc1	0	-4	-3	3	19	-2.9	-7	-3.3	-5
CO/N=C/C(NC(=O)c1ccc(C(F)(F)F)cc1)C(=O)OC (stereo unspecified)	-4	5	44	3	-2	-3.0	4	-0.7	3
C=CCn1c(CNS(=O)(=O)c2ccc(Br)cc2)nnc1SC	-2	-2	38	-3	9	-2.5	-3	0.4	8
CCn1ncc(Br)c1C(=O)Nc1cc(C)ccc1F	2	-6	-6	-1	3	-2.7	-13	-3.3	2
CC(C)CCNC(=O)[C@H](CSCc1ccccc1)N1Cc2ccccc2C1=O	3	3	-21	3	31	-2.3	-9	-1.4	-15
Cc1nc2ccc(S(=O)(=O)NCC(=O)NCc3ccc4c(c3)OCO4)cc2s1	12	2	8	4	-16	-2.3	-8	-3.1	-8
COc1ccccc1CN(C(=O)c1ccco1)C(C(=O)NC1CCCC1)c1ccncc1 (stereo unspecified)	5	-1	-10	1	-2	-0.3	-8	-1.2	-3
O=C(Nc1ccnn1C1CCN(Cc2ccc(CO)o2)CC1)c1ccc2c(c1)OCO2	3	0	41	0	12	-3.0	-9	-4.8	8
O=C(Nc1nc(-c2cccc([N+](=O)[O-])c2)cs1)C(c1ccccc1)c1ccccc1	-11	0	6	6	37	0.7	-5	-1.7	-13
COc1ccc(OC)c(NC(=O)Nc2cc(NC(=O)Nc3cc(OC)ccc3OC)c(C)nc2C)c1	-1	-5	-5	11	17	-4.5	-12	-3.0	-10
COc1ccc(C(=O)Nc2ccnn2C2CCN(Cc3cccnc3)CC2)cc1	1	2	30	2	0	-3.1	1	-0.8	5
CS(=O)(=O)N1CC2CCCN2c2ccc(C(F)(F)F)cc21 (stereo unspecified)	7	0	6	0	14	-3.4	0	-2.8	-3
O=C(COC(=O)C1CCCCC1)Nc1ccc(N2CCCCC2)cc1	-9	4	32	6	2	-1.8	-12	-3.3	9
COc1cc(SC)ccc1C(=O)OC1CCOC1=O (stereo unspecified)	-5	-3	-5	2	16	-2.0	2	-2.7	-11
COc1ccc(OCCn2ccnc2C)cc1	-3	0	-2	2	10	0.0	-11	0.0	-7
Cc1oc(-c2ccccc2Cl)nc1CS(=O)CC(=O)NC1CC1 (stereo unspecified)	-5	5	10	0	4	-2.7	6	-3.5	4
Cn1nc(C(=O)Nc2cccc(Cl)c2)cc1C(=O)Nc1cccc(Cl)c1	-10	3	30	1	10	0.0	-16	-1.4	1
O=C(NCC1CCCO1)c1cc(C(=O)C2CC2)c[nH]1 (stereo unspecified)	-3	-3	-4	9	30	0.7	-14	-0.4	4
COCCCN(C(=S)NC(=O)C12CC3CC(CC(C3)C1)C2)c1c(N)n(Cc2ccccc2)c(=O)[nH]c1=O	8	-4	15	0	1	-2.5	-7	-3.4	-11
Cn1ncc(Cl)c1C(=O)Nc1nnc(C2CC2)s1	-1	4	33	6	12	1.3	-9	-0.7	-11

Entries listed so far that have a furan ring, fused or not (2):
canonical_smiles	PfM18AAP inh	IDE cell inh	PHOSPHO1 inh	IDE act	NALP1 inh	VIM-2 inh	GPR7 antag	IMP-1 inh	pCIP destab
COc1ccccc1CN(C(=O)c1ccco1)C(C(=O)NC1CCCC1)c1ccncc1 (stereo unspecified)	5	-1	-10	1	-2	-0.3	-8	-1.2	-3
O=C(Nc1ccnn1C1CCN(Cc2ccc(CO)o2)CC1)c1ccc2c(c1)OCO2	3	0	41	0	12	-3.0	-9	-4.8	8

Going on with the list:
canonical_smiles	PfM18AAP inh	IDE cell inh	PHOSPHO1 inh	IDE act	NALP1 inh	VIM-2 inh	GPR7 antag	IMP-1 inh	pCIP destab
Cc1ccccc1NC(=O)COc1ccc2c(c1)OC(C)(C)CC2=O	7	0	52	6	6	1.6	4	-0.2	2
CCOC(=O)C1(CCOc2ccccc2)CCN(Cc2cc(OC)c(O)cc2Cl)CC1	0	0	51	3	9	-2.0	-1	0.7	3
O=C(CCCc1nc(-c2ccc(Cl)cc2)no1)NC1CCCC1	5	7	4	3	7	0.4	15	-1.9	-19
O=C(CSc1n[nH]c(-c2ccccc2)n1)c1ccc(O)c(O)c1	60*	1	44	4	6	2.0	21*	-0.9	-13
CC(C)N1CC23C=CC(O2)C(C(=O)OCc2ccccc2)C3C1=O (stereo unspecified)	3	-1	-15	0	-8	-0.9	-2	-3.6	5
Fc1ccc(-n2c(-c3ccc4c(c3)OCO4)n[nH]c2=S)cc1Cl	22	0	0	-12	-4	0.4	-3	-3.5	4
Oc1ccc(C(c2nnnn2C2CCCCC2)N2CCOCC2)cc1 (stereo unspecified)	-7	-1	1	-2	5	-3.2	2	-1.6	-8
Cc1cccc(NC(=O)NNC(=O)c2nn(C)cc2Br)c1	7	-3	23	6	22	-4.8	-5	-4.6	-18
c1ccc(-c2nc(N3CCNCC3)nc3ccccc23)cc1	5	2	18	1	-2	0.2	-3	-1.4	-4
COc1cccc(CNC(=O)c2cc(S(=O)(=O)N3CCOCC3)cn2C)c1	2	-1	23	4	26	-2.9	-3	-6.9	2
O=C(Cc1c[nH]c2ccccc12)NNC(=O)c1ccccc1	1	8	-6	-3	13	-3.1	2	-4.6	-4
Cc1c(C#N)c2ccccc2n1C	6	0	27	-4	nt	-1.7	6	-4.1	-5
Cc1ccc(-c2c3c(=O)n(C)c(=O)n(C)c3cn2Cc2ccccc2)cc1	9	-1	1	1	12	-0.7	4	-0.7	-12
O=C(c1ccco1)N1CCN(Cc2nnnn2C2CCCCC2)CC1	-9	-3	11	-1	0	-3.5	7	-4.7	-8
O=Cc1ccccc1-c1cn(CN2C(=O)c3ccccc3C2=O)nn1	-6	1	-2	-1	14	-0.3	-3	-0.3	-11

The list goes on:
structure,PfM18AAP inh,IDE cell inh,PHOSPHO1 inh,IDE act,NALP1 inh,VIM-2 inh,GPR7 antag,IMP-1 inh,pCIP destab
CCOc1ccc(N(C(=O)CNC(=O)c2ccco2)C(C(=O)NC2CCCC2)c2ccncc2)cc1 (stereo unspecified),-2,2,10,7,-1,1.9,-10,-2.2,4
Cc1ccc(C(=O)N(c2ccccn2)C(C)c2ccco2)cc1 (stereo unspecified),6,0,-5,4,-11,-0.6,9,-0.6,-4
O=C(Cc1ccccc1)N1CCN=C1SCc1cccc([N+](=O)[O-])c1,19,1,57,2,-2,-0.6,8,-1.3,-4
COc1ccc(C)cc1CN1C(=O)c2ccccc2C1=O,-2,7,18,0,-9,-3.1,-12,-5.0,3
C=CCOc1ccccc1/C=C/C(=O)O,0,5,27,-1,6,-3.0,-6,-5.0,2
O=C(COc1ccc(S(=O)(=O)NC2CCCCC2)cc1)N1CCN(c2ccc(F)cc2)CC1,-6,1,4,-22,33,-4.5,-3,-3.8,-9
COc1ccc(NC(=O)CN(C)CC(=O)Nc2cccc(C(C)=O)c2)cc1,0,4,14,-1,21,-1.8,0,-0.9,-4
Cc1ccc(-c2ccc(OC(=O)c3ccc(=O)[nH]c3)c(C)c2)cc1,2,10,30,-6,0,-1.9,-6,-2.1,-5
CC(C)N(Cc1nc(-c2ccccc2)no1)C(=O)CN1C(=O)c2ccccc2C1=O,-6,2,6,5,-11,0.7,-8,-4.2,3
CNC(=O)c1cc(S(=O)(=O)NC2CCCCCC2)ccc1C,1,nt,nt,5,23,-1.5,-11,0.1,-6
CCOC(=O)Cn1nnc(-c2cccc(OC)c2)n1,-4,-1,-12,-6,8,-1.8,-5,-3.8,2
